SENP1 FRET inh: inhibitors of human SENP1 SUMO protease catalytic domain; AID 624204; hit rate 0.21% among 360,000; Q9P0U3; inhibition, % at 10 µM; recombinant SENP1 catalytic domain, CyPet-SUMO1-YPet FRET cleavage;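 active means inhibition at least 30% at 10 µM, raw YFP signal under a set limit, fluorescence ratio 0.5 to 1.5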;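 further: 0% = enzyme with DMSO and 100% = no enzyme wells; some results filed as inactive read as strong as hits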
Target sequence (Q9P0U3 419-644 limits assumed): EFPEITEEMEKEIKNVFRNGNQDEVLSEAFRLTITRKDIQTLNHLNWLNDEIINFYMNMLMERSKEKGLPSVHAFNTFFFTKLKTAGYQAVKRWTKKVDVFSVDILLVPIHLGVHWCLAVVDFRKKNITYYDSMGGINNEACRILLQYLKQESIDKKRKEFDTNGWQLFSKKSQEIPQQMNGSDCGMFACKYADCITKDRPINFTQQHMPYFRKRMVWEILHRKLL
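material = recombinant human SENP1 catalytic domain, His6-tagged | quantity = 20 pM enzyme | reagent = 25 nM SUMO1 FRET substrate | compound dosing = 10 µM single point, 0.5% DMSO | timing = 50 min enzyme reaction, room temperature, light-protected | detection = FRET, CFP and YFP emission | control set = no-enzyme low, enzyme-DMSO high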
NR3A LBD binder: NR3A (human) ligand-binding domain modulation. AID 1259313. NR3A LBD differential scanning fluorimetry, Tm shift; 0% = protein alone, 100% = glycine-bound protein. Tm shift relative to glycine control, % at 25 µM. hit rate 2.5% among 340,000;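 active means melting temperature shift of at least 10% of the positive control shift, at one fixed dose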
SENP8 inh: blocks human SENP8 cleavage of Nedd8 substrate; hit rate 0.64% among 360,000; Q96LD8; inhibition, % at 20 µM; recombinant SENP8, Nedd8 substrate fluorescence; AID 602440; in the data active means inhibition mostly above about 40%, no sharp cut-off; inactive means mostly below about 27%
Target sequence (Q96LD8 whole entry, looked up): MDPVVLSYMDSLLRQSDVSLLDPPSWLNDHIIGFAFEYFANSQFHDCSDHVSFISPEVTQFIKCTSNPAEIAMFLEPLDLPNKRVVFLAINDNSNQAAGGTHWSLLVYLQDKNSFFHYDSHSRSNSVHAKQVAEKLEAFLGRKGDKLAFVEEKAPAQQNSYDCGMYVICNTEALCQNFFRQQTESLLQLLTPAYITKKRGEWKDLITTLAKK
SENP6 inh: inhibitors of human SENP6 protease. Q9GZR1. Recombinant SENP6 catalytic domain, aminoluciferin luminescence. inhibition, % at 10 µM. hit rate 1.8% among 330,000. AID 2599;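 active means inhibition above about 50% at the single tested dose, limit read from the data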;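 further: plate controls were DMSO wells with enzyme for no effect and DMSO wells lacking enzyme for full effect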
hIAP act: increases human intestinal alkaline phosphatase activity; hit rate 0.16% among 330,000; activation factor at 10 µM; P09923; purified human IAP, CDP-Star luminescence, 30 min; stronger effect = higher value; 1 = vehicle-only enzyme, 0 = enzyme-free background; AID 2524;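 active means activation factor of the enzyme at least 2-fold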; further: the source names both 10 and 20 µM as test concentration; values of inactives mirror those of a sister screen read the other way
ATG4B inhibitor: ATG4B (human) cysteine protease inhibition; ATG4B cleavage of LC3-PLA2, NBD-HPC fluorescence, 1 h; inhibition, % at 8.33 µM; hit rate 0.51% among 340,000; AID 504462; in the data active means inhibition above about 40%
Target sequence (Q9Y4P1 whole entry, looked up): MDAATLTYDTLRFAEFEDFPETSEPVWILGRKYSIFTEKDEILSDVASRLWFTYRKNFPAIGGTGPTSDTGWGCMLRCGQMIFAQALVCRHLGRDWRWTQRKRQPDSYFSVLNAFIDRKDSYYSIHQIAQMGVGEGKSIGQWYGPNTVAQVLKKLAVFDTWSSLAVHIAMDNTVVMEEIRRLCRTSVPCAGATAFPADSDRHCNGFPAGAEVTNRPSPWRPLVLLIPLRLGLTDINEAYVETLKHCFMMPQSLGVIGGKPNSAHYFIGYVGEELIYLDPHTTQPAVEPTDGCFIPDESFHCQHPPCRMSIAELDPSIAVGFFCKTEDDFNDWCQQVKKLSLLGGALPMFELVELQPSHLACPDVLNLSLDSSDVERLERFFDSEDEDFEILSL
MPTP inh: permeability transition pore inhibition. AID 602449. isolated mouse mitochondria, Ca2+ swelling absorbance, 30 min. hit rate 1.4% among 360,000. inhibition, % at 10 µM;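 active means inhibition of 50% or more, scaled per plate between neutral and stimulator controls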;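 further: 0% = DMSO wells given calcium and 100% = 1 mM EGTA wells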
PfGluPho inh: PfG6PD (Plasmodium falciparum) enzyme inhibition | hit rate 0.78% among 350,000 | PfGluPho enzyme, NADPH resazurin-diaphorase fluorescence | inhibition, % at 20 µM;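 active means inhibition reaching at least a set limit at 20 µM in the primary screen, cut at about 59% in these data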;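 further: 0% = DMSO wells with substrate and 100% = DMSO wells lacking glucose-6-phosphate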
Numbers without * were called inactive.

Screening Cc1ccc(NC(=O)c2oc3ccccc3c2C)nc1 returned SENP1 FRET inh 3, NR3A LBD binder 1, SENP8 inh -2, SENP6 inh 55*, hIAP act 1.2, ATG4B inhibitor 6, MPTP inh 0.0 and PfGluPho inh 31.
For O=Cc1cccn1-c1ncc(Br)cn1 the results were SENP1 FRET inh 1, NR3A LBD binder -1, SENP8 inh 7, SENP6 inh 4, hIAP act 1.1, ATG4B inhibitor 1, MPTP inh -3.9 and PfGluPho inh -19.
For CCOC(=O)C(C(C)=O)c1nc(C)nc2c1nnn2Cc1ccccc1Cl (stereo not drawn) the results were SENP1 FRET inh -38, NR3A LBD binder -1, SENP8 inh -10, ATG4B inhibitor 4, MPTP inh 0.2 and PfGluPho inh 1.
Screening CCOc1ccc(C(=O)C[n+]2ccc(C(=O)NCc3ccccc3)cc2)cc1 returned SENP1 FRET inh -27, NR3A LBD binder -2, SENP8 inh 7, SENP6 inh -5, hIAP act 0.94, ATG4B inhibitor -3, MPTP inh 1.5 and PfGluPho inh 6.
Cn1c(CO)cnc1SCc1c(Cl)cccc1Cl was read as SENP1 FRET inh 0, NR3A LBD binder 1, SENP8 inh 10, SENP6 inh -6, hIAP act 1, ATG4B inhibitor -14, MPTP inh -0.5 and PfGluPho inh 20.
`O=C(N/C(=C/c1cccc([N+](=O)[O-])c1)C(=O)N1CCOCC1)c1ccc(Br)cc1` gave SENP1 FRET inh 1, NR3A LBD binder 4, SENP8 inh 15, SENP6 inh 8, hIAP act 0.85, ATG4B inhibitor -3, MPTP inh 0.9 and PfGluPho inh -5.
Screening Cc1ccc2[nH]c(=O)c(CN(CC3CCCO3)C(=S)NCc3ccco3)cc2c1 (stereo not drawn) returned SENP1 FRET inh -3, NR3A LBD binder 13*, SENP8 inh -33, SENP6 inh -3, hIAP act 0.91, ATG4B inhibitor -5, MPTP inh 3.5 and PfGluPho inh 7.
`COc1ccc(/C(C)=N/N2C(C)CCCC2C)c(OC)c1` (stereo not drawn) gave SENP1 FRET inh 0, NR3A LBD binder -1, SENP8 inh 13, SENP6 inh -14, hIAP act 1.1, ATG4B inhibitor 0, MPTP inh 0.5 and PfGluPho inh 14.
`Cc1ccc(-c2cc(C(=O)N3CCN(c4ccccc4O)CC3)c3ccccc3n2)o1` gave SENP1 FRET inh -7, NR3A LBD binder -4, SENP8 inh -456, SENP6 inh 14, hIAP act 0.96, ATG4B inhibitor -13, MPTP inh -2.0 and PfGluPho inh 18.
O=c1nc(N/N=C/C=C/c2ccccc2)cn[nH]1 was read as SENP1 FRET inh 2, NR3A LBD binder 1, SENP8 inh 20, SENP6 inh 48, hIAP act 1.4, ATG4B inhibitor -6, MPTP inh 2.9 and PfGluPho inh 1.
Screening CC(=O)OCC=C1CCC2C3CCC4=CC(=O)CCC4(C)C3C(O)CC12C (stereo not drawn) returned SENP1 FRET inh -2, NR3A LBD binder -1, SENP8 inh 5, ATG4B inhibitor -5, MPTP inh 0.6 and PfGluPho inh -15.
Screening CC(=O)NC1=NN(C(C)=O)C(C)(c2ccc(C)cc2)S1 (stereo not drawn) returned SENP1 FRET inh 2, NR3A LBD binder -3, SENP8 inh 10, SENP6 inh -6, hIAP act 1, ATG4B inhibitor 1, MPTP inh 0.2 and PfGluPho inh 0.
`Cn1ncc(Cl)c1C(=O)N/N=C/c1ccccn1` gave SENP1 FRET inh 0, NR3A LBD binder 0, SENP8 inh 8, SENP6 inh -11, hIAP act 1.5, ATG4B inhibitor 3, MPTP inh -0.9 and PfGluPho inh -9.
COc1ccc(N(CC(=O)N2CCCCCC2)S(=O)(=O)c2ccccc2[N+](=O)[O-])c(OC)c1 was read as SENP1 FRET inh 3, NR3A LBD binder -1, SENP8 inh 7, SENP6 inh 3, hIAP act 0.98, ATG4B inhibitor -3, MPTP inh 0.1 and PfGluPho inh 2.
`NC(=O)c1cc(C(N)=O)nc(Cl)n1` gave SENP1 FRET inh 3, NR3A LBD binder -2, SENP8 inh 12, SENP6 inh 11, hIAP act 0.96, ATG4B inhibitor 4, MPTP inh 0.3 and PfGluPho inh -14.
Screening C=CCN1C=C2C(=O)C(C)(OC(=O)c3cnc4ccccc4n3)C(=O)C=C2C=C1/C=C/COC (stereo not drawn) returned SENP1 FRET inh -34, NR3A LBD binder -3, SENP8 inh -19, SENP6 inh 10, hIAP act 1, ATG4B inhibitor 0, MPTP inh -0.2 and PfGluPho inh 49.
For Cc1ccc(N=N/C(=C\O)C(=O)c2ccncc2)cc1 the results were SENP1 FRET inh 10, NR3A LBD binder 1, SENP8 inh 35, SENP6 inh -13, hIAP act 1, ATG4B inhibitor 15, MPTP inh -2.1 and PfGluPho inh 2.
`O=C(N/N=C/c1cc([N+](=O)[O-])ccc1N1CCCCCC1)c1ccccn1` gave SENP1 FRET inh -8, NR3A LBD binder -1, SENP8 inh -12, SENP6 inh -2, hIAP act 0.96, ATG4B inhibitor 7, MPTP inh 3.5 and PfGluPho inh 19.
For C[C@H]1C=C(C(=O)NCc2nc3ccccc3[nH]2)O[C@@H](OCc2ccc(CO)cc2)C1 the results were SENP1 FRET inh 1, NR3A LBD binder 0, SENP8 inh -2, SENP6 inh -2, hIAP act 0.97, ATG4B inhibitor 2, MPTP inh 0.0 and PfGluPho inh -4.
Screening O=C(NCCN1CCOCC1)c1ccc(Cl)c(S(=O)(=O)N2CCCC2)c1 returned SENP1 FRET inh -1, NR3A LBD binder -2, SENP8 inh 7, SENP6 inh -4, hIAP act 1.3, ATG4B inhibitor 5, MPTP inh 0.5 and PfGluPho inh -9.
For CCO[C@@H]1OC(C(=O)N2CCN(Cc3ccccc3)CC2)=C[C@H](c2csc3ccccc23)[C@H]1CCCO the results were SENP1 FRET inh -1, NR3A LBD binder -1, SENP8 inh 7, SENP6 inh -11, hIAP act 0.8, ATG4B inhibitor -14, MPTP inh -2.0 and PfGluPho inh 15.
CC1CC(C)CN(S(=O)(=O)c2cccc3nsnc23)C1 (stereo not drawn) was read as SENP1 FRET inh 2, NR3A LBD binder -2, SENP8 inh -1, SENP6 inh -8, hIAP act 0.86, ATG4B inhibitor 4, MPTP inh -0.3 and PfGluPho inh -13.
O=C(c1cc(-c2cccs2)on1)N1CCCCC1 was read as SENP1 FRET inh 1, NR3A LBD binder -1, SENP8 inh 22, SENP6 inh 44, hIAP act 0.97, ATG4B inhibitor 5, MPTP inh -0.7 and PfGluPho inh -6.
N#C/C(=C(/O)c1ccc(Cl)c([N+](=O)[O-])c1)c1nc2ccccc2[nH]1 was read as SENP1 FRET inh 2, NR3A LBD binder -1, SENP8 inh 35, SENP6 inh -3, hIAP act 0.95, ATG4B inhibitor -6, MPTP inh 78* and PfGluPho inh -7.
`COC(=O)c1ccc(COc2ccccc2/C=C(\C#N)C(=O)NC(C)C)cc1` gave SENP1 FRET inh 3, NR3A LBD binder 1, SENP8 inh 2, SENP6 inh -15, hIAP act 1, ATG4B inhibitor -5, MPTP inh -3.2 and PfGluPho inh 0.
Cn1c(SCC(=O)Nc2sc3c(c2C#N)CCC3)nnc1C1COc2ccccc2O1 (stereo not drawn) was read as SENP1 FRET inh -6, NR3A LBD binder -6, SENP8 inh 2, SENP6 inh -11, hIAP act 0.82, ATG4B inhibitor -7, MPTP inh 4.4 and PfGluPho inh -20.
COc1ccc(C(CNC(=O)COc2c(C)cc(C)cc2C)N2CCOCC2)cc1 (stereo not drawn) was read as SENP1 FRET inh -2, NR3A LBD binder -2, SENP8 inh 4, SENP6 inh 11, hIAP act 0.96, ATG4B inhibitor -10, MPTP inh -0.1 and PfGluPho inh 5.
O=C(CSc1nccc(=O)[nH]1)NN(c1ccccc1)c1ccccc1 was read as SENP1 FRET inh 1, NR3A LBD binder 0, SENP8 inh 6, SENP6 inh 0, hIAP act 0.92, ATG4B inhibitor 2, MPTP inh 0.4 and PfGluPho inh -14.
`O=[N+]([O-])/C(C(=C(Cl)Cl)N1CCOCC1)=C1\NCCO1` gave SENP1 FRET inh 0, NR3A LBD binder -1, SENP8 inh 25, SENP6 inh 0, hIAP act 1, ATG4B inhibitor 0, MPTP inh 0.4 and PfGluPho inh -11.
Screening COc1ccc(OC)c(NC(=O)CN2C(=O)C3(OCCCO3)c3ccccc32)c1 returned SENP1 FRET inh 2, NR3A LBD binder 0, SENP8 inh 9, SENP6 inh -2, hIAP act 0.98, ATG4B inhibitor 0, MPTP inh -0.9 and PfGluPho inh -1.
`COc1ccc(S(=O)(=O)NCc2ccncc2)cc1OC` gave SENP1 FRET inh 0, NR3A LBD binder 0, SENP8 inh -5, SENP6 inh -2, hIAP act 0.9, ATG4B inhibitor -8, MPTP inh 21 and PfGluPho inh 6.
`Cc1cc(C(=O)Cn2nnc3ccccc3c2=O)c(C)n1-c1ccccc1F` gave SENP1 FRET inh 0, NR3A LBD binder -1, SENP8 inh 22, SENP6 inh 15, hIAP act 0.83, ATG4B inhibitor 4, MPTP inh -2.3 and PfGluPho inh 65*.
Screening Cc1ccc(C(=O)C2CCN(CC(=O)Nc3ccc4c(c3)OCCO4)CC2)cc1 returned SENP1 FRET inh -4, NR3A LBD binder -1, SENP8 inh 17, SENP6 inh -13, hIAP act 1.1, ATG4B inhibitor -15, MPTP inh 0.4 and PfGluPho inh 5.
`Cc1cccc(-n2cc(-c3ccccc3)[nH]c2=S)c1` gave SENP1 FRET inh 1, NR3A LBD binder -2, SENP8 inh 4, SENP6 inh 20, hIAP act 1, ATG4B inhibitor 5, MPTP inh -0.4 and PfGluPho inh 49.
Screening C=CCNC(=O)C1CC(=O)N(c2ccc(OCC(=O)NCc3ccccc3)cc2)C1 (stereo not drawn) returned SENP1 FRET inh 0, NR3A LBD binder 1, SENP8 inh 10, SENP6 inh -3, hIAP act 0.91, ATG4B inhibitor 6, MPTP inh -0.9 and PfGluPho inh -7.
`CN(CC(=O)Nc1ccc(S(=O)(=O)N2CCCC2)cc1)Cc1ccc(Cl)cc1` gave SENP1 FRET inh 3, NR3A LBD binder -7, SENP8 inh 12, SENP6 inh -8, hIAP act 0.89, ATG4B inhibitor -3, MPTP inh 2.0 and PfGluPho inh -4.
COc1ccc(C(=O)SC2=NCCS2)cc1 was read as SENP1 FRET inh 3, NR3A LBD binder -1, SENP8 inh 10, SENP6 inh -1, hIAP act 0.96, ATG4B inhibitor 5, MPTP inh 0.0 and PfGluPho inh -19.
`Cn1c(=O)cc(SCC(=O)N2CCN(c3ccccn3)CC2)c2ccccc21` gave SENP1 FRET inh -1, NR3A LBD binder -3, SENP8 inh -18, SENP6 inh -8, hIAP act 0.85, ATG4B inhibitor -24, MPTP inh -1.6 and PfGluPho inh 23.
For Cc1ccc(Cl)cc1NC(=O)CSc1nncn1-c1ccccn1 the results were SENP1 FRET inh 1, NR3A LBD binder -1, SENP8 inh 2, SENP6 inh -3, hIAP act 0.87, ATG4B inhibitor 0, MPTP inh -4.4 and PfGluPho inh 11.
For CSc1ncccc1C(=O)Nc1ccc(F)c(F)c1F the results were SENP1 FRET inh 0, NR3A LBD binder -2, SENP8 inh 8, SENP6 inh -6, hIAP act 1.1, ATG4B inhibitor -3, MPTP inh -0.4 and PfGluPho inh 21.
CCOC(=O)C(C)/C(C)=N/NC(N)=S (stereo not drawn) was read as SENP1 FRET inh 2, NR3A LBD binder 3, SENP8 inh 18, SENP6 inh 20, hIAP act 1, ATG4B inhibitor -3, MPTP inh -0.2 and PfGluPho inh 8.
Screening CCCCNC(=O)C1CCCN(S(=O)(=O)c2c(C)noc2/C=C/c2cccs2)C1 (stereo not drawn) returned SENP1 FRET inh 0, NR3A LBD binder 0, SENP8 inh -2, SENP6 inh -1, hIAP act 0.91, ATG4B inhibitor -2, MPTP inh 25 and PfGluPho inh 5.
